ABCG2 inh: human ABCG2 inhibition, ABCB1 as counter-screen. Q9UNQ0. IgMXP3 cells, JC-1 efflux, flow cytometry. inhibition, % at 6.6 µM. 190,000 compounds, 0.1% hits;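 active = inhibition above 80%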;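 also: 0% = DMSO and 100% = nicardipine control wells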
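Measure – % inhibition of efflux relative to nicardipine and DMSO · Test system – ABCG2 IgMXP3 and barcoded ABCB1 CCRF-Adr cell mix · Control set – nicardipine as high control, DMSO as low control · Compound – one concentration, 6.6 µM final · Signal – flow cytometry of retained JC-1 fluorescence · Timing – 10 min exposure at 25 °C with rotation, no wash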
Avidin fluor: avidin bead compound fluorescence profile; Avidin beads, compound fluorescence 488/530 nm, flow cytometry; hits give high values; fluorescence (KMESF) at 10 µM; 220,000 compounds, 0.38% hits; in the data active = fluorescence above about 47; also: inactives centre near 10
RGS7-Gao: modulates binding of RGS7 to human Galphao | P09471 | Multiplexed bead flow cytometry; actives lie on both sides | binding response (% of control), % at 10 µM | 220,000 compounds, 0.35% hits; in the data active = binding response below about 49% or above about 150%; inconclusive = no clear call, values can overlap the other calls; inactive = in between;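 also: fluorescent Galphao held in activated GDP-AlF4 state binding bead-coupled RGS7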
Mcl1 Bid PPI: Mcl-1/Bid interaction inhibition | 220,000 compounds, 0.97% hits | inhibition, % at 21.7 µM | TR-FRET Mcl-1/Bid-Dy647 peptide binding, 1536-well | AID 1021;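 active = compounds that cut the binding signal by more than half at the single screening dose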;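 also: His-tagged Mcl-1 with europium anti-His antibody binding Bid BH3 peptide; 0% = Mcl-1 plus peptide wells and 100% = peptide-only wells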
Mcl1 Noxa PPI: Mcl-1/Noxa interaction inhibition | TR-FRET Mcl-1/Noxa peptide binding, 2 h | inhibition, % at 21.7 µM | 220,000 compounds, 1.5% hits;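 active = compounds that cut the protein-peptide binding signal by more than 50% relative to plate controls in a single-dose test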;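 also: His-tagged Mcl-1 with rhodamine Noxa BH3 peptide and terbium anti-His antibody; 0% = Mcl-1 plus Noxa peptide wells and 100% = peptide-only wells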
ABCB1 inh: human ABCB1 inhibition, ABCG2 as counter-screen | P08183 | CCRF-Adr cells, JC-1 efflux, flow cytometry | inhibition, % at 6.6 µM | 190,000 compounds, 0.067% hits; in the data active = inhibition above about 40%;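 also: 0% = vehicle and 100% = reference inhibitor; higher value means more JC-1 retained so stronger ABCB1 efflux block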
Target sequence (P08183 whole entry, looked up): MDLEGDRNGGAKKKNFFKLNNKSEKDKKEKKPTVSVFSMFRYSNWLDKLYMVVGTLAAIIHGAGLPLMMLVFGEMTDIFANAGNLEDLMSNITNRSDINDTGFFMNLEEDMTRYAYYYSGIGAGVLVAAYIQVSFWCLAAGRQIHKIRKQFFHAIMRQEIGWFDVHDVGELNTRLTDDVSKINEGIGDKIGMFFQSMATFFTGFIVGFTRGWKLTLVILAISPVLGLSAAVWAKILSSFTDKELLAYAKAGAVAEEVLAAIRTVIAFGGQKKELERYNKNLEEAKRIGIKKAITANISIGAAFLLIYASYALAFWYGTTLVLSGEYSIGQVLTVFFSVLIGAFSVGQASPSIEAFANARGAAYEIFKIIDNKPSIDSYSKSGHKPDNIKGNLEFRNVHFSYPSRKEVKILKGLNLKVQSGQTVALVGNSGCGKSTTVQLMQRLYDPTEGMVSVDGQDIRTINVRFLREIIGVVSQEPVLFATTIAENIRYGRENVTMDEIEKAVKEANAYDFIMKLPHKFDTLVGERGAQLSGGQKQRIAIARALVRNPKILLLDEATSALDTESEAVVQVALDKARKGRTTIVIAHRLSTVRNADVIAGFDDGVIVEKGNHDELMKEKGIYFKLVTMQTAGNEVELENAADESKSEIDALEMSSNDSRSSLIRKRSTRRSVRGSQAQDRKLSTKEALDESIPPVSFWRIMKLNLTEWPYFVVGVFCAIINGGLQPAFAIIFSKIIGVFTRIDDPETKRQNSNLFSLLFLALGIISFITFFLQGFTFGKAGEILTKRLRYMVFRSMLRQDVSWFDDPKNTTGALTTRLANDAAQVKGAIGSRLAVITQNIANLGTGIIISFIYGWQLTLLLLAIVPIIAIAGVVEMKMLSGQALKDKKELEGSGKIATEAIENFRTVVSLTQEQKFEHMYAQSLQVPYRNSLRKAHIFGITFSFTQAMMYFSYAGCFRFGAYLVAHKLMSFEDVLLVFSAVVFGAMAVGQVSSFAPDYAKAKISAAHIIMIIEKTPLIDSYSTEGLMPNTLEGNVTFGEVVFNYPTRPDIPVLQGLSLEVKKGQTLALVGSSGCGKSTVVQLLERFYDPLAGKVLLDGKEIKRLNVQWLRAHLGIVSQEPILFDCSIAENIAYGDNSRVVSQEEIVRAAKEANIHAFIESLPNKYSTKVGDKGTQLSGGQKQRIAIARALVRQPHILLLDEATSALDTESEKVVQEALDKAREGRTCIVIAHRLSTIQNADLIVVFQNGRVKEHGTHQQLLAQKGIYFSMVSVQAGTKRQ
RGS4-Gao reg: human RGS4-Galphao interaction regulation; P09471; Multiplexed bead flow cytometry, RGS4-Galphao binding; actives lie on both sides; binding response (% of control), % at 10 µM; 220,000 compounds, 0.33% hits; in the data active = binding response below about 49% or above about 150%; inactive = in between;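 also: fluorescent Galphao activated with aluminum fluoride binding bead-coupled RGS4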
Bim-Mcl-1: inhibitors of Bim-Mcl-1 interaction, human. Q07820. Bead-based flow cytometry, Bim peptide-Mcl-1 binding. 190,000 compounds, 0.1% hits. inhibition, % at 10 µM; in the data active = inhibition above about 40%;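 also: 0% = no compound tracer wells and 100% = peptide blocker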
GSH fluor: GSH bead compound fluorescence profile. GSH beads flow cytometry, compound fluorescence 488/530 nm; hits give high values. fluorescence (KMESF) at 10 µM. 190,000 compounds, 0.25% hits. AID 1776; in the data active = fluorescence above about 89;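 also: glutathione beads carrying GST-tagged Bcl family fusion proteins plus one bare bead set; values are compound well signal with DMSO vehicle wells as background; inactives centre near 16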
Pf gametocyte: inhibitors of late stage P. falciparum gametocyte viability. 150,000 compounds, 0.065% hits. inhibition, % at 10.9 µM. P. falciparum stage V gametocytes, ATP luminescence, 24 h. AID 743093;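 active = inhibition above the mean plus 3 SD of compounds within the control limits, set per campaign, cut at about 38% in these data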;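 also: 0% = DMSO wells and 100% = medium only without gametocytes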
RGS8-Gao reg: human RGS8-Galphao interaction regulation. 220,000 compounds, 0.34% hits. response (percent of control binding), % at 10 µM. P09471. AID 1423. multiplexed bead flow cytometry, RGS8-Galphao binding; actives lie on both sides; in the data active = response below about 60% or above about 140%; inactive = in between;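 also: Galphao activated as the GDP aluminium fluoride complex binding bead-coupled RGS8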
Active calls of the source: *; ? = inconclusive; / = not tested or not shown; [ ] = another dose, or the depositor's remark. Not a hit list. Share with any hit: about 3.3%.

SMILES	ABCG2 inh	Avidin fluor	RGS7-Gao	Mcl1 Bid PPI	Mcl1 Noxa PPI	ABCB1 inh	RGS4-Gao reg	Bim-Mcl-1	GSH fluor	Pf gametocyte	RGS8-Gao reg
COC(=O)c1ccccc1NC(=O)CN1CCC(n2nnc3cc(F)ccc32)CC1	8	35	94	-11	16	1.4	95	-2	13	/	94
CNc1ncc(C(=O)c2ccc(F)cc2)s1	5	10	?	-22	-1	0.0	100	-1	19	3	102
O=C(NCc1cccnc1)c1ccc(Cl)cc1[N+](=O)[O-]	-9	9	96	-36	-1	-3.2	98	-2	11	-12	98
Cc1c(C(=O)OCC(=O)N2CC(C)OC(C)C2)oc2ccc(Br)cc12 (stereo not given)	8	11	61	-55	-7	1.3	59	-2	17	/	78
Cc1ccsc1/C=N/NC(=O)Cc1cc(=O)[nH][nH]1	/	3	?	-47	5	/	97	/	/	1	100
CC(C)(C)c1ccc(C(=O)N2CCC(C(=O)NCc3ccco3)CC2)cc1	0	20	98	-16	2	0.0	96	-4	12	/	98
CCOC(=O)c1c(OCC)[nH]c2c1cc(O)c1ccccc12	33	6	98	-23	75*	0.4	100	8	10	/	98
COC(=O)C1=NN(C(C)(C)CC(C)=O)C2C(=O)N(C3CCCCC3)C(=O)C12 (stereo not given)	0	10	102	-48	3	0.3	99	-2	23	6	103
O=c1[nH]c(=O)n([C@H]2C[C@H](O)[C@@H](CO)O2)cc1F	0	7	100	1	16	0.0	100	-3	20	/	101
O=C(CCN1CCCCC1)N/N=C/c1ccc(Br)cc1	-1	17	105	-25	-1	-0.1	103	-2	12	-6	102
O=S(=O)(c1ccc(S(=O)(=O)N2CCN(Cc3ccccc3)CC2)cc1)N1CCOCC1	5	10	98	-1	22	1.2	97	-3	25	/	99
Cc1cccc(NC2=CC(=O)CC(C)(C)C2)c1C	1	10	101	0	6	0.8	101	-2	9	11	99
COc1cc(CO)cc(-c2cc(CO)cc(OC)c2OC)c1OC	4	9	104	-24	0	0.4	104	-1	10	/	103
Cc1ccn(CC(=O)N2N=C(C(F)F)CC2(O)C(F)F)n1 (stereo not given)	7	5	100	2	11	0.1	95	-5	10	/	99
CC1(C)Cc2ccccc2-c2nc(-c3ccccc3)oc(=O)c21	2	11	102	5	3	0.7	104	0	62	14	99
Cc1cc(C(=O)OCC(=O)NCc2ccco2)c(C)o1	3	28	101	-33	10	1.3	103	0	33	26	100
CC1(C)CC2(CCCN(CC(O)(c3ccccc3)c3ccccc3)C2)CCO1 (stereo not given)	/	3	?	-32	-1	/	104	/	/	1	103
CCOC(=O)C1CCN(C(=O)c2ccc(CNS(=O)(=O)c3ccc(OC)cc3)cc2)CC1	10	7	103	2	-18	-0.5	98	-2	15	/	99
CCSc1nc(C)cc(C)c1S(=O)(=O)c1ccccc1C	7	8	103	11	-3	0.2	106	-5	55	3	102
Cc1cc2nnc(SCC(=O)N3CCCCC3)n2c(N)n1	-1	5	87	3	-1	-0.1	89	0	8	-39	89
CCCn1cc(C(CC(=O)O)C(=O)O)c2ccccc21 (stereo not given)	3	4	104	-10	12	0.6	105	0	42	0	106
O=C(O)c1cc(-c2ccc(/C=N/N3C(=O)C4C5C=CC(C6CC56)C4C3=O)o2)ccc1Cl (stereo not given)	-2	9	98	-24	4	-0.9	97	0	11	-42	100
O=C(CSc1ncn[nH]1)c1ccccc1	0	19	94	-29	24	0.0	100	-5	22	-10	103
CCOC(=O)c1c(C)nc2c(c(SC)nn2-c2ccccc2)c1N	5	12	99	-3	-3	0.7	101	-1	16	/	101

5 entries from above, reformatted.
Compound | ABCG2 inh | Avidin fluor | RGS7-Gao | Mcl1 Bid PPI | Mcl1 Noxa PPI | ABCB1 inh | RGS4-Gao reg | Bim-Mcl-1 | GSH fluor | Pf gametocyte | RGS8-Gao reg
CCOC(=O)C1CCN(C(=O)c2ccc(CNS(=O)(=O)c3ccc(OC)cc3)cc2)CC1 | 10 | 7 | 103 | 2 | -18 | -0.5 | 98 | -2 | 15 | / | 99
CCSc1nc(C)cc(C)c1S(=O)(=O)c1ccccc1C | 7 | 8 | 103 | 11 | -3 | 0.2 | 106 | -5 | 55 | 3 | 102
Cc1cc2nnc(SCC(=O)N3CCCCC3)n2c(N)n1 | -1 | 5 | 87 | 3 | -1 | -0.1 | 89 | 0 | 8 | -39 | 89
CCCn1cc(C(CC(=O)O)C(=O)O)c2ccccc21 (stereo not given) | 3 | 4 | 104 | -10 | 12 | 0.6 | 105 | 0 | 42 | 0 | 106
O=C(O)c1cc(-c2ccc(/C=N/N3C(=O)C4C5C=CC(C6CC56)C4C3=O)o2)ccc1Cl (stereo not given) | -2 | 9 | 98 | -24 | 4 | -0.9 | 97 | 0 | 11 | -42 | 100

Next section
SMILES	ABCG2 inh	Avidin fluor	RGS7-Gao	Mcl1 Bid PPI	Mcl1 Noxa PPI	ABCB1 inh	RGS4-Gao reg	Bim-Mcl-1	GSH fluor	Pf gametocyte	RGS8-Gao reg
O=C(N1CCCC1)C12CC3CC(C1)CC(C(=O)N1CCCC1)(C3)C2	-1	10	99	-13	13	-0.2	101	-1	17	/	99
O=c1c([N+](=O)[O-])c(N2CCOCC2)c2ccccc2n1-c1ccccc1	1	11	95	-16	30	0.2	98	-2	13	22	106
N#CCCN(CCC#N)c1nnc(-c2ccccc2)s1	1	7	100	-8	-1	0.4	100	-2	19	/	102
N#Cc1nc(Cc2cccc3ccccc23)oc1NCCN1CCOCC1	1	8	97	-38	0	0.2	101	-4	13	-13	102
COc1ccc(OCC(=O)N2CCN(S(=O)(=O)c3ccc(Cl)cc3)CC2)cc1	1	6	111	0	18	0.1	116	-3	3	/	152*[activator]
Cc1[nH]nc2c1C(C1CC=CCC1)C(C#N)=C(N)O2 (stereo not given)	0	8	99	-30	8	-0.1	99	0	33	8	98
COc1ccc(C(=O)OC(C)CN2CCN(C)CC2)cc1OC (stereo not given)	4	9	103	42	17	1.1	101	-1	18	/	100
C=CCN1C(=O)CSc2ccc(C(=O)NCc3cccs3)cc21	0	20	101	-16	11	0.1	104	2	10	10	105
CC(Oc1ccc(Br)cc1)c1nc2c3ccccc3nc(=S)n2[nH]1 (stereo not given)	-4	10	69	-99	-26	-3.1	73	-4	15	4	80
CC1/C(=C\c2ccc(Cl)cc2)C(=O)C2CC1C2(C)C (stereo not given)	0	6	91	-4	6	-0.1	92	0	33	-2	92
COc1ccc(C(=O)NCC2CCCO2)cc1 (stereo not given)	1	4	101	-31	-9	-0.1	102	-4	11	0	99
Cc1ccccc1-n1c(-c2cccnc2)n[nH]c1=S	1	13	102	-6	19	0.3	101	-11	22	/	100
Cc1cc(/C=N/n2cnnc2)c(C)n1-c1cccc(Cl)c1	3	8	100	-24	18	0.5	99	0	16	-7	100
COc1cccc(OC)c1C(=O)Nc1cccc(-c2nc3ccccc3[nH]2)c1	3	8	104	-25	-48	0.2	97	0	11	5	100
CC(C)Oc1ccc(C(=O)Nc2ccc(N(C)C)cc2)cc1	0	4	98	-32	78*	-0.1	97	3	25	-5	98
Clc1ccc2c(c1)C(N1CCNCC1)=Nc1ccccc1O2	0	10	98	-3	-12	0.9	99	-5	21	/	103
Cc1cccc(-n2c(N)cc(=O)[nH]c2=S)c1C	4	13	99	-7	-21	1.4	95	-1	33	/	100
Cn1c2c(c(=O)n(C)c1=O)CN(CCc1ccccc1)CN2	1	11	93	-9	12	0.4	94	8	38	-13	96
COc1cccc2c1C(=O)O/C2=C/c1ccc2c(c1)OCO2	4	29	104	2	28	1.1	100	0	20	/	100
Cc1cc(NC(c2cccnc2)c2c(C)[nH]c3ccccc23)no1 (stereo not given)	1	8	91	-40	1	0.1	93	3	12	/	93
CC(C)OC(=O)CC(=O)CSc1nc2c(cc1C#N)CCC2	0	12	94	-27	11	0.0	98	-1	25	/	99
Cn1cnc2c(NCc3ccco3)ncnc21	0	12	100	3	33	0.4	99	6	14	/	101
Cc1onc(C(=O)NN)c1-c1csc(COc2ccc(Cl)cc2)n1	/	7	?	-11	16	/	99	/	/	/	101
CCCC(=O)N=c1sc2c(OC)ccc(OC)c2n1C	/	8	?	-5	2	/	103	/	/	-4	102
CCNC(=S)NNC(=O)c1c(Cl)c(C)nn1C	1	2	100	-56	-8	0.4	102	-4	6	5	101
CC(C)C[C@@H]1NC(=O)[C@H](C(C)C)NC(=O)c2cc([N+](=O)[O-])cc(I)c2NCC[C@@H](C(N)=O)NC1=O	0	10	107	14	28	0.4	103	1	16	/	110
CCOc1cc(C2c3c(oc4ccccc4c3=O)C(=O)N2c2nccs2)ccc1O (stereo not given)	/	9	?	56*	-31	/	92	/	/	2	97
CCOC(=O)N1CCN(c2cc(N3CCOCC3)c(F)cc2[N+](=O)[O-])CC1	14	10	103	-34	4	0.7	102	2	9	8	101
O=C(NNC1=Nc2ccccc2SC1)c1ccccc1F	/	7	?	-12	17	/	96	/	/	1	101
O=C(CCCN1C(=O)c2ccccc2C1=O)NCCC1=CCCCC1	6	10	106	-19	0	0.5	106	-1	34	/	102
Fc1ccc(-n2c(-c3ccc4ccccc4n3)n[nH]c2=S)cc1	-1	13	90	-19	27	-0.8	86	-9	10	-9	68
O=C(CN1C(=O)NC2(CCCCCC2)C1=O)NC1CCCCCCC1	2	12	?	-26	25	0.8	99	-2	11	/	102
Cc1ccc(N2C(N)=C(C#N)C(c3cc(CN4CCOCC4)cs3)C3=C2CC(C)(C)CC3=O)cc1 (stereo not given)	-3	8	?	-30	4	1.1	98	0	15	-5	101
CCc1cc(OCCCCNCc2ccccc2)ccc1Cl	2	14	109	15	22	1.1	104	-3	9	13	109
Cc1cccc(C(=O)Oc2ccccc2/C=N/NC(=O)c2ccc(NC(=O)C(C)(C)C)cc2)c1	1	14	99	-2	13	0.1	95	-2	13	-19	113
CCOC(=O)C1CCCNC1=O (stereo not given)	/	3	?	-13	-2	/	99	/	/	8	99
COc1ccccc1OCc1nc(C#N)c(NCCCn2ccnc2)o1	4	14	100	-53	20	0.3	103	-1	12	5	106
Cc1cccc(C)c1NC(=O)C(C)N1CCCCC1 (stereo not given)	/	4	?	-10	-12	/	98	/	/	16	100
COc1ccc(NC(=O)c2ccc(Br)o2)cc1	16	7	106	-3	3	0.6	105	-1	18	-20	104
CCc1nnc(NC(=O)CSc2nc(-c3ccccc3)cc(-c3ccc(OC)cc3)c2C#N)s1	-2	14	101	-40	-27	-0.3	101	-6	18	12	103
CN(C)S(=O)(=O)c1ccc(C(=O)Nc2nnc(SCc3cccc4ccccc34)s2)cc1	-3	3	102	-31	5	-1.0	105	-5	6	-25	104
O=C(c1ccccc1Cl)N(Cc1ccccc1F)N1C(=O)CCCC1=O	0	9	104	0	1	0.0	100	0	27	-4	107
CC(=O)Nc1cccc2c1C(=O)N(c1ccccc1OC(C)=O)C2=O	1	10	103	-22	-6	0.2	103	2	26	10	105
Cc1cc(C)nc(SCC(=O)c2ccc([N+](=O)[O-])cc2)n1	2	5	100	-7	9	0.3	98	-4	26	/	100
Cc1c(Cl)c([N+](=O)[O-])nn1CC(=O)N1CCCC1	-1	6	109	3	5	-0.4	106	-3	9	-18	103

High-throughput results deposited in PubChem BioAssay by several laboratories.
